High-throughput results: PubChem BioAssay, several laboratories
Mot1-301 SUMO: yeast Mot1-301 growth rescue at high temperature, primary screen, SUMOylation pathway inhibitor project, S. cerevisiae, ATP luminescence, 38.5C; S. cerevisiae Mot1-301 growth rescue; percent above DMSO median, 100 means doubled; growth rescue, % at 18.8 µM; 320,000 compounds, 1% hits;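 active = every valid replicate shows activation above 250% relative to neutral control wells; inactive = the rest, any valid replicate at or below 250%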;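 also: OY570 slx delta 5 strain wells were the positive control but not used for scaling; some compounds called inactive have numbers as strong as hits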
PKA-R2B activ: activators of PKA-R2B holoenzyme, primary screen, biochemical, fluorescence polarization, Cy5-IP20, human; AID 504700, 2011; PKA-R2B holoenzyme dissociation; R2B truncated from residue 108, S112A mutant; 0% DMSO only, 100% 113 µM cGMP; 340,000 compounds, 0.079% hits; activation, % at 11.4 µM; cAMP-dependent protein kinase catalytic subunit beta (Homo sapiens) + cAMP-dependent …;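 active = activation above a cutoff set at the mean over all compounds plus 3 SD, cut at about 18% in these data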;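 also: higher means more holoenzyme dissociation and a rise in polarization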
Target sequence (P31323 whole entry, looked up, other chains not shown, the tested form may be a part): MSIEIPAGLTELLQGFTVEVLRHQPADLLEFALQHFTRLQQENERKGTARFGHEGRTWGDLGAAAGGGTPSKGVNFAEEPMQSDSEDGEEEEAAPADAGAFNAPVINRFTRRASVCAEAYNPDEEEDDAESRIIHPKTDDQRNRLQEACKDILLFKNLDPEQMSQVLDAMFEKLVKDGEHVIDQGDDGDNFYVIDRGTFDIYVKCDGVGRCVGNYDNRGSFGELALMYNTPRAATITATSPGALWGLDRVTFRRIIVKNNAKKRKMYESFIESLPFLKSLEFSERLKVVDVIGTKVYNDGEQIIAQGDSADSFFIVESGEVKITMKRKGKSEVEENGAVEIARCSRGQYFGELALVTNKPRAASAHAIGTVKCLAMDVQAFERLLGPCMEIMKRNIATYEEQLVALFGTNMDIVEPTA
PKA-R1A activ: activators of PKA-R1A holoenzyme, primary screen, biochemical, fluorescence polarization, Cy5-IP20, bovine R1A, mouse PKAc; cAMP-dependent protein kinase type I-alpha regulatory subunit (Bos taurus) + …; PKA-R1A dissociation; scaled: DMSO 0%, 113 µM cGMP 100%; activation, % at 11.4 µM; 340,000 compounds, 0.083% hits; AID 504707, 2011;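 active = percent activation above the mean of all tested compounds plus 3 SD, cut at about 19% in these data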;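 also: higher means more PKAc released from R1A so a rise in polarization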
HTR5A ag: HTR5A agonists in luminescence cell assay, primary screen, counter-screen for OPRM1-OPRD1 heterodimer agonist project, full-deck HTS; 5-hydroxytryptamine receptor 5A (Homo sapiens), P47898; activation, % at 9.3 µM; cell-based; 340,000 compounds, 0.61% hits; AID 504692, 2011; in the data active = activation mostly above about 9.5%, no sharp cut-off; inactive = mostly below about 7.6%;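 also: 0% = cells with vehicle only and 100% = reference agonist; strong numbers were not always called active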
AddAB inh: growth inhibition of E. coli expressing H. pylori AddAB, primary screen, AddAB inhibitor project, absorbance. inhibition, % at 11.9 µM. 330,000 compounds, 0.29% hits. AID 435030, 2010; in the data active = inhibition above about 12%;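 also: 0% = vehicle wells of infected cells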
Tat transport: E. coli Tat export inhibitors, primary screen, MC4100, TorA-mCherry reporter, fluorescence, single point. inhibition, % at 10 µM. 340,000 compounds, 0.036% hits;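 active = mean replicate inhibition at least 50% and at least half of replicates individually reaching 50%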;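 also: exported cargo escapes ClpAP degradation while cytoplasmic cargo is degraded and loses fluorescence; 0% = median of neutral control wells and 100% = median of NaSCN control wells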
DAGLB inhibitor: DAGLB lipase inhibitors, primary screen, biochemical, fluorescence, HTS; Diacylglycerol lipase-beta (Homo sapiens), Q8NCG7; HEK293T DAGLB membrane lysate, EnzChek fluorogenic substrate; inhibition, % at 5.17 µM; 340,000 compounds, 0.059% hits; AID 504411, 2011; in the data active = inhibition above about 34%;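 also: 0% = enzyme with vehicle and 100% = wells lacking enzyme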
Target sequence (Q8NCG7 whole entry, looked up): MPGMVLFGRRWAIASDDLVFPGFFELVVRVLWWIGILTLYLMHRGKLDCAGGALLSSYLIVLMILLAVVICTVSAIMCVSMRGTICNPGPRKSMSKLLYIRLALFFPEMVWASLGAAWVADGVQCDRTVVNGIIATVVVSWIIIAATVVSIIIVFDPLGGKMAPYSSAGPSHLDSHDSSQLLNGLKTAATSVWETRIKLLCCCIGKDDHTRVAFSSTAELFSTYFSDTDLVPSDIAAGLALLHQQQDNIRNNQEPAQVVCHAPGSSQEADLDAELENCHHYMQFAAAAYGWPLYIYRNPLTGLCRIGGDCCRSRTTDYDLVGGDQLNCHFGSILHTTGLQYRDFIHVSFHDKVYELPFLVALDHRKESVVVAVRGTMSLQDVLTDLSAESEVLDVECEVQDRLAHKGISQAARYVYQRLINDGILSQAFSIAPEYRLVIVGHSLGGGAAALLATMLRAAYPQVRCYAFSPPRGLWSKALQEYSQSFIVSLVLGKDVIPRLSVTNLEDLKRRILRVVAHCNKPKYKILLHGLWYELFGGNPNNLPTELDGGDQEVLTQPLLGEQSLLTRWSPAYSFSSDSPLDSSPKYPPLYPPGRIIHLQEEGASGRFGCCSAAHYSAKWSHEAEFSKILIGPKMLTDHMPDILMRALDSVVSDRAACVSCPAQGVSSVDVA
CDK5 inh: inhibitors of human CDK5/p35 kinase, primary screen, biochemical, single concentration; inhibition, % at 10 µM; Recombinant CDK5/p35, ADP-Glo luminescence, 60 min; 330,000 compounds, 0.01% hits;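 active = highest replicate inhibition of at least 50% and at least 75% of replicates reaching 50%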;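 also: plate controls were DMSO neutral control for no effect and GW8510 at 10 µM for full effect; many of its hits are not listed in these tables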
phage Ecoli inh: growth loss of phage-infected E. coli, primary screen, RecBCD inhibitor project, absorbance, with phage, HTS; inhibition, % at 11.9 µM; 360,000 compounds, 0.26% hits; AID 651602, 2012; in the data active = inhibition above about 11%
Ecoli viability: E. coli V3065 growth inhibition, primary screen, counter-screen for AddAB inhibitor project, absorbance, OD600; 18 h; inhibition, % at 11.9 µM; 330,000 compounds, 0.27% hits; AID 449728, 2010;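 active = inhibition above the campaign's mean inhibition across all tested compounds plus 3 SD, cut at about 9.9% in these data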;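 also: uninfected addAB+ strain grown without phage in ampicillin broth; 0% = DMSO wells and 100% = ciprofloxacin 0.95 µg/ml wells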
HTR5A inv ag: HTR5A inverse agonists in luminescence cell assay, primary screen, counter-screen for OPRM1-OPRD1 heterodimer inverse agonist project, full-deck HTS; 5-hydroxytryptamine receptor 5A (Homo sapiens), P47898; HTR5A cell line, inverse agonism; inhibition, % at 9.3 µM; 340,000 compounds, 0.083% hits; in the data active = inhibition mostly above about 23%, no sharp cut-off; inactive = mostly below about 18%;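 also: 0% = cells with DMSO and 100% = no-cell wells with DMSO; some compounds called inactive have numbers as strong as hits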
* hit, by the source's call.

`O=C(NCCN1CCOC1=O)C1CCC(=O)N(CCc2ccc(Cl)cc2)C1` (stereo not drawn) gave Mot1-301 SUMO -1, PKA-R2B activ -9, PKA-R1A activ -14, HTR5A ag 4, AddAB inh -0.7, Tat transport -1, DAGLB inhibitor -3, CDK5 inh -1.8, phage Ecoli inh 0.3, Ecoli viability -1.2 and HTR5A inv ag 6.
`Cc1ccc(Cn2c(=N)n(CC(=O)c3ccc([N+](=O)[O-])cc3)c3ccccc32)cc1` gave Mot1-301 SUMO 79, PKA-R2B activ 0, PKA-R1A activ -8, HTR5A ag 1, AddAB inh -0.5, Tat transport 3, DAGLB inhibitor 1, CDK5 inh 1.4, phage Ecoli inh 4.3, Ecoli viability 1.4 and HTR5A inv ag 24.
Screening Cc1cccc(-n2cc(-c3ccccc3)[nH]c2=S)c1 returned Mot1-301 SUMO 103, PKA-R2B activ 3, PKA-R1A activ -6, HTR5A ag -1, AddAB inh -2.0, Tat transport -3, DAGLB inhibitor -1, CDK5 inh 4.4, phage Ecoli inh 0.0, Ecoli viability -1.7 and HTR5A inv ag 5.
`Fc1ccc(C2CCCN2Cc2nc(Cc3ccccc3)no2)cc1` (stereo not drawn) gave Mot1-301 SUMO -1, PKA-R2B activ 3, PKA-R1A activ -3, HTR5A ag 1, AddAB inh 0.7, Tat transport 2, DAGLB inhibitor -5, CDK5 inh -2.5, phage Ecoli inh 1.9, Ecoli viability -0.4 and HTR5A inv ag 14.
O=C(NCCN1CCOCC1)c1ccc2c(c1)N(Cc1ccccc1F)C(=O)CS2 was read as Mot1-301 SUMO -2, PKA-R2B activ 2, PKA-R1A activ 6, HTR5A ag -2, AddAB inh -0.8, Tat transport 6, DAGLB inhibitor 1, CDK5 inh 0.3, phage Ecoli inh 0.9, Ecoli viability -1.2 and HTR5A inv ag 1.
Cc1cc(C)c2nc(SCC(=O)N3CCCCC3)c(C#N)cc2c1 was read as PKA-R2B activ 10, PKA-R1A activ 8, HTR5A ag 1, Tat transport -1, DAGLB inhibitor -2, CDK5 inh 2.9, phage Ecoli inh 1.7 and HTR5A inv ag -4.
Screening N#Cc1c(NC(=O)c2cnccn2)sc2c1CCCC2 returned Mot1-301 SUMO -13, PKA-R2B activ -10, PKA-R1A activ 1, HTR5A ag 1, AddAB inh -4.0, Tat transport -3, DAGLB inhibitor -2, CDK5 inh 0.8, phage Ecoli inh 3.2, Ecoli viability -1.5 and HTR5A inv ag 7.
Screening Cc1cc2nc(C3CCCN(C(=S)Nc4ccccc4)C3)[nH]c2cc1C (stereo not drawn) returned Mot1-301 SUMO -8, PKA-R2B activ -15, PKA-R1A activ -6, HTR5A ag -2, AddAB inh 0.1, Tat transport 8, DAGLB inhibitor 0, CDK5 inh 0.9, phage Ecoli inh 1.5, Ecoli viability -0.7 and HTR5A inv ag 4.
Screening CCOC(=O)c1ccc(NC(=O)CSc2nnc(COc3ccccc3OC)n2CC)cc1 returned Mot1-301 SUMO -32, PKA-R2B activ 1, PKA-R1A activ -13, HTR5A ag 6, AddAB inh 5.5, Tat transport 5, DAGLB inhibitor -3, CDK5 inh -0.2, phage Ecoli inh 0.5, Ecoli viability -1.8 and HTR5A inv ag -20.
CCC1CCc2sc(C(=O)N(C)CC(=O)Nc3cccc(OC)c3)cc2C1 (stereo not drawn) was read as Mot1-301 SUMO 0, PKA-R2B activ -10, PKA-R1A activ -4, HTR5A ag 8, AddAB inh -1.2, Tat transport 2, DAGLB inhibitor -8, CDK5 inh 0.2, phage Ecoli inh -1.3, Ecoli viability -2.5 and HTR5A inv ag -20.
Screening O=S(=O)(Nc1nc2ccccc2nc1Nc1ccc2c(c1)OCO2)c1ccc(F)cc1 returned Mot1-301 SUMO 10, PKA-R2B activ 4, PKA-R1A activ -3, HTR5A ag -3, AddAB inh -1.9, Tat transport 17, DAGLB inhibitor 1, CDK5 inh -0.3, phage Ecoli inh 1.5, Ecoli viability -2.2 and HTR5A inv ag 21.
`COc1ccc(-c2cccc(NS(=O)(=O)c3cccc([N+](=O)[O-])c3)c2)nn1` gave Mot1-301 SUMO 8, PKA-R2B activ -1, PKA-R1A activ -11, HTR5A ag 9, AddAB inh 3.0, Tat transport 6, DAGLB inhibitor 0, CDK5 inh -0.1, phage Ecoli inh 2.3, Ecoli viability 3.3 and HTR5A inv ag 8.
For CCOc1ccc(S(=O)(=O)Nc2ccc3c(c2)OCO3)cc1 the results were Mot1-301 SUMO 75, PKA-R2B activ 8, PKA-R1A activ -5, HTR5A ag -2, AddAB inh 2.6, Tat transport 5, DAGLB inhibitor 1, CDK5 inh -0.1, phage Ecoli inh 2.1, Ecoli viability -1.8 and HTR5A inv ag -22.
Screening O=C(Nc1nnc(-c2ccco2)s1)C1CCN(S(=O)(=O)c2ccc(Cl)cc2)CC1 returned Mot1-301 SUMO 148, PKA-R2B activ -4, PKA-R1A activ -3, HTR5A ag 0, AddAB inh -0.2, Tat transport 1, DAGLB inhibitor 3, CDK5 inh 0.0, phage Ecoli inh -2.1, Ecoli viability 1.5 and HTR5A inv ag 10.
Cc1cc[n+]2cc(-c3cccc([N+](=O)[O-])c3)c(-c3cccc([N+](=O)[O-])c3)cc2c1 was read as Mot1-301 SUMO 14, PKA-R2B activ -4, PKA-R1A activ 3, HTR5A ag -3, AddAB inh 0.4, Tat transport -12, DAGLB inhibitor 2, CDK5 inh 1.8, phage Ecoli inh 2.4, Ecoli viability -1.0 and HTR5A inv ag 7.
COc1ccccc1C1(O)CCN(CC(=O)Nc2c(C)nn(C)c2C)CC1 was read as Mot1-301 SUMO 2, PKA-R2B activ -4, PKA-R1A activ -12, HTR5A ag 2, AddAB inh 0.4, Tat transport -8, DAGLB inhibitor -2, CDK5 inh -0.3, phage Ecoli inh -1.2, Ecoli viability -1.1 and HTR5A inv ag -4.
`CC(C)(C)OC(=O)C[C@H]1C/C=C\C[C@@H](CC(=O)N[C@@H](CO)Cc2ccccc2)C(=O)N2CCC[C@@H]2COC1=O` gave Mot1-301 SUMO -11, PKA-R2B activ -4, PKA-R1A activ -7, HTR5A ag 1, AddAB inh -0.4, Tat transport -7, DAGLB inhibitor -2, CDK5 inh -1.6, phage Ecoli inh 1.0, Ecoli viability -0.2 and HTR5A inv ag -1.
Cc1cc(C)c(C(=O)COC(=O)c2cccc(S(=O)(=O)NCc3ccccc3)c2)cc1C was read as Mot1-301 SUMO -14, PKA-R2B activ -9, PKA-R1A activ 4, HTR5A ag 0, AddAB inh 5.5, Tat transport 6, DAGLB inhibitor -9, CDK5 inh -1.3, phage Ecoli inh 4.3, Ecoli viability -0.3 and HTR5A inv ag 10.
For Cn1c(O)c(N=NC(=O)CNC(=O)c2ccccc2)c2cc(Br)ccc21 the results were Mot1-301 SUMO -8, PKA-R2B activ -9, PKA-R1A activ -1, HTR5A ag -3, AddAB inh 1.3, Tat transport -1, DAGLB inhibitor 4, CDK5 inh -0.2, phage Ecoli inh 1.1, Ecoli viability -1.8 and HTR5A inv ag 7.
Cn1cccc1C1NC(=O)c2c(sc3c2CCC(C(C)(C)C)C3)N1 (stereo not drawn) was read as Mot1-301 SUMO -22, PKA-R2B activ -6, PKA-R1A activ -8, HTR5A ag -2, AddAB inh 0.3, Tat transport -3, DAGLB inhibitor 3, CDK5 inh 0.1, phage Ecoli inh 3.0, Ecoli viability -0.6 and HTR5A inv ag -5.

Continued, overlapping the part above by 2 compounds.
For Cn1c(O)c(N=NC(=O)CNC(=O)c2ccccc2)c2cc(Br)ccc21 the results were Mot1-301 SUMO -8, PKA-R2B activ -9, PKA-R1A activ -1, HTR5A ag -3, AddAB inh 1.3, Tat transport -1, DAGLB inhibitor 4, CDK5 inh -0.2, phage Ecoli inh 1.1, Ecoli viability -1.8 and HTR5A inv ag 7.
Cn1cccc1C1NC(=O)c2c(sc3c2CCC(C(C)(C)C)C3)N1 (stereo not drawn) was read as Mot1-301 SUMO -22, PKA-R2B activ -6, PKA-R1A activ -8, HTR5A ag -2, AddAB inh 0.3, Tat transport -3, DAGLB inhibitor 3, CDK5 inh 0.1, phage Ecoli inh 3.0, Ecoli viability -0.6 and HTR5A inv ag -5.
`CC(C)(C)CC(=O)Nc1nnc(CCc2ccccc2)s1` gave Mot1-301 SUMO 43, PKA-R2B activ -6, PKA-R1A activ -15, HTR5A ag 2, AddAB inh 4.2, Tat transport -3, DAGLB inhibitor 0, CDK5 inh -2.9, phage Ecoli inh -0.6, Ecoli viability -1.4 and HTR5A inv ag -6.
CC1=C(C(=O)Nc2ccccc2C)C(c2ccc(C)o2)N2C(=O)CSC2=N1 (stereo not drawn) was read as Mot1-301 SUMO -4, PKA-R2B activ 1, PKA-R1A activ 8, HTR5A ag 1, AddAB inh -0.6, Tat transport 0, DAGLB inhibitor -6, CDK5 inh -0.3, phage Ecoli inh 1.4, Ecoli viability 2.0 and HTR5A inv ag -7.
For CCc1nc(OCc2ccccc2)c2sc3nc4c(cc3c2n1)COC(C)(C)C4 the results were PKA-R2B activ 3, PKA-R1A activ -8, HTR5A ag -1, AddAB inh 1.5, Tat transport 0, DAGLB inhibitor 2, CDK5 inh -1.5, phage Ecoli inh 2.0, Ecoli viability -0.8 and HTR5A inv ag 20.
For CCS(=O)(=O)N1CCC(C(=O)Oc2ccc(Cl)cc2)CC1 the results were Mot1-301 SUMO -7, PKA-R2B activ -4, PKA-R1A activ 1, HTR5A ag 3, AddAB inh 0.2, Tat transport 7, DAGLB inhibitor -2, CDK5 inh 1.4, phage Ecoli inh 0.9, Ecoli viability 2.2 and HTR5A inv ag -10.
Cc1ccccc1NC(=O)CSc1nc2ccccc2c2nc(CCn3cncc3C)nn12 was read as Mot1-301 SUMO -8, PKA-R2B activ -2, PKA-R1A activ -3, HTR5A ag 0, AddAB inh 1.7, Tat transport -6, DAGLB inhibitor 0, CDK5 inh 2.8, phage Ecoli inh 1.8, Ecoli viability 2.3 and HTR5A inv ag 6.
`COc1cccc(-c2nn(-c3ccccc3)cc2CN(C)Cc2ccon2)c1` gave Mot1-301 SUMO 74, PKA-R2B activ -6, PKA-R1A activ -14, HTR5A ag -1, AddAB inh 1.1, Tat transport 12, DAGLB inhibitor -7, CDK5 inh -1.6, phage Ecoli inh 2.2, Ecoli viability 1.6 and HTR5A inv ag 8.
Screening Oc1[nH]c2ccc(Br)cc2c1N=Nc1nn[nH]n1 returned Mot1-301 SUMO 82, PKA-R2B activ 2, PKA-R1A activ -8, HTR5A ag -7, AddAB inh 0.8, Tat transport -5, DAGLB inhibitor 1, CDK5 inh -5.7, phage Ecoli inh 5.0, Ecoli viability -0.8 and HTR5A inv ag -27.
